Screening results: PubChem BioAssay, Sanford-Burnham Center for Chemical Genomics
UPR XBP1 act – activators of adaptive XBP1 UPR arm, primary screen, cell-based, CHO-XBP1 luciferase reporter, luminescence, uHTS; IRE1-XBP1 UPR activation; percent of tunicamycin response, DMSO as zero; activation, % at 20 µM; hit rate 0.33% among 330,000; AID 463104, 2010;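 active = versus positive control, 20 µM dose yields 30% or more activation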;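 also: 100% = tunicamycin at 10 µg/mL and 0% = DMSO only wells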
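incubation = overnight seeding at 37 °C, 6 h compound treatment at 37 °C | assay system = CHO-XBP1 cells stably carrying IRE1-XBP1-driven luciferase reporter | input = 1000 cells per well | detection = luciferase luminescence | dosing = single point, 20 µM final compound, 1% DMSO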
APJ ag – agonists of human apelin receptor APJ, primary screen, CHO-K1 cells, PathHunter beta-arrestin, luminescence; P35414; 0% DMSO wells, 100% apelin; AID 2520, 2010; activation, % at 20 µM; hit rate 0.11% among 330,000;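 active = activation more than six SD over the plate average, tested at 20 µM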;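 also: 0% = DMSO alone and 100% = apelin-13 at 10 nM; some results filed as inactive read as strong as hits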
Target sequence (P35414 whole entry, looked up): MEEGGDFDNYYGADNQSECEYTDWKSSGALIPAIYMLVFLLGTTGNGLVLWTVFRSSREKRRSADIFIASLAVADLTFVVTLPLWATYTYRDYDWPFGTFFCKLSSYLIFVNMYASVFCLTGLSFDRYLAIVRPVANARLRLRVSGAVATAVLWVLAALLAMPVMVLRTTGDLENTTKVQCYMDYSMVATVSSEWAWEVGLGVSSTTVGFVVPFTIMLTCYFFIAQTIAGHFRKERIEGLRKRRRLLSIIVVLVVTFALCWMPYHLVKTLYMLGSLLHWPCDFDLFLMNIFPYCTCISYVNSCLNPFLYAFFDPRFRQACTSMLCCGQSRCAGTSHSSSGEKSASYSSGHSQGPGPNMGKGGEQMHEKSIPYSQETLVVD
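system = engineered CHO-K1 APJ arrestin reporter cells | input = 1000 cells per well | timing = overnight seeding, 90 min compound at 25 °C, 1 h detection | measured by = enzyme-fragment complementation luminescence | read-out = beta-arrestin recruitment to APJ as agonist activity, luminescent signal | control set = negative DMSO alone, positive Apelin-13 at 10 nM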
GRIN3A LBD mod – binders of NR3A ligand-binding domain, primary screen, biophysical, differential scanning fluorimetry, uHTS | NR3A LBD differential scanning fluorimetry, Tm shift; 0% = protein alone, 100% = glycine-bound protein | Tm shift relative to glycine control, % at 25 µM | hit rate 2.5% among 340,000 | AID 1259313, 2017;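 active = melting temperature shift of at least 10% of the positive control shift, at one fixed dose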
NLRP3 yeast inh – NALP3 inflammasome inhibitors in reconstituted yeast, primary screen, luminescence, uHTS. Yeast reconstituted NLRP3/ASC/caspase-1, beta-gal luminescence, 24 h. hit rate 0.39% among 330,000. inhibition, % at 10 µM;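 active = inhibition of 50% or more; inactive = inhibition below 50%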;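 also: plate controls were induced DMSO wells for no effect and uninduced yeast grown without galactose for full effect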
TIM10 inh – growth inhibitors of isogenic TIM10 control yeast, primary screen, counter-screen for tim10-1 yeast inhibitor project, luminescence, uHTS | inhibition, % at 10 µM | hit rate 1.4% among 330,000 | AID 463195, 2010 | S. cerevisiae TIM10 strain growth, BacTiter-Glo luminescence, 24 h;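 active = inhibition of 40% or more at the single tested concentration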;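 also: wild-type TIM10 isogenic control strain grown at permissive 25 °C; 0% = DMSO yeast wells and 100% = minimal medium wells without yeast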
CHOP UPR activ – activators of apoptotic CHOP UPR arm, primary screen, cell-based, CHO-CHOP luciferase reporter, luminescence, uHTS. UPR activation; percent of tunicamycin response over DMSO baseline. activation, % at 10 µM. hit rate 0.34% among 330,000. AID 449763, 2010;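 active = at 10 µM dose, activation of 40% or more, normalized to positive control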;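 also: 100% = tunicamycin at 10 µg/mL and 0% = DMSO alone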
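Assay system: CHO cells with stable CHOP pathway luciferase reporter; Buffer or medium: F12 plus 10% serum; Times: 16-18 h cell attachment, then 6 h compound exposure, 37 °C; Signal: luciferase luminescence; Read-out basis: percent activation relative to tunicamycin control; Control set: tunicamycin high control, DMSO low control.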
tim10-1 inh – growth inhibitors of tim10-1 mutant yeast, primary screen, luminescence, uHTS. hit rate 2.2% among 330,000. S. cerevisiae tim10-1 ts strain growth, BacTiter-Glo, 24 h. inhibition, % at 20 µM. AID 463190, 2010;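 active = inhibition of at least 40%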;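 also: mutant grown at 25 °C; 0% = DMSO wells with yeast and 100% = wells holding no yeast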
tim23-1 inh – growth inhibitors of tim23-1 mutant yeast, primary screen, luminescence, uHTS; S. cerevisiae tim23-1 growth, BacTiter-Glo luminescence, 24 h; inhibition, % at 20 µM; hit rate 1.3% among 330,000; AID 463212, 2010;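 active = growth inhibition of the mutant yeast at or above 50%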;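 also: temperature-sensitive mutant grown at 25 °C; plate controls were DMSO-treated mutant yeast for no effect and medium wells lacking yeast for full effect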
Mdm2 MdmX PPI – inhibitors of human Mdm2-MdmX association, primary screen, cell-based, luminescence, split luciferase, SaOS-2, uHTS; AID 485346, 2010; hit rate 3% among 330,000; inhibition, % at 8 µM; SaOS-2 split-luciferase Mdm2/MdmX complementation; Protein Mdm4 (Homo sapiens) + E3 ubiquitin-protein ligase Mdm2 (Homo sapiens), …;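 active = inhibition of at least 50% at 8 µM in the primary screen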
* hit, by the source's call; nt = not tested or not shown.

SMILES	UPR XBP1 act	APJ ag	GRIN3A LBD mod	NLRP3 yeast inh	TIM10 inh	CHOP UPR activ	tim10-1 inh	tim23-1 inh	Mdm2 MdmX PPI
CCC(c1nnc(SCC(=O)Nc2ccc(S(N)(=O)=O)cc2)n1Cc1ccccc1)N(C)C (centres undefined)	-2	-3	3	15	8	-0.5	20	1	-5
CCN1CCN(C(=O)Cn2ncc3c([nH]c4ccc(C)cc43)c2=O)CC1	-3	4	0	13	-5	-1.9	-8	15	-15
O=C(CCCl)Nc1nnc(SCC(=O)NC2CCCC2)s1	-8	-1	-1	22	9	-1.8	16	17	20
O=C(Nc1ccccc1C(=O)O)c1ccccc1	-1	0	6	-5	-9	0.2	3	-10	-11
Oc1ccc(-c2nc3ncccn3c2Nc2ccc3c(c2)OCO3)cc1	0	4	6	6	13	-1.0	11	1	19
COc1ccc2[nH]cc(CCNC(=O)c3ccc4ccccc4n3)c2c1	0	1	-10	23	-10	0.0	-30	30	1
Cc1[nH]n(-c2ccccc2)c(=O)c1N=Nc1cccc([N+](=O)[O-])c1	-6	-3	-1	-2	-5	2.0	-9	-11	29
CCCCCN1C(=O)/C(=C/c2c(N3CCc4ccccc4C3)nc3ccccn3c2=O)SC1=S	-3	-3	-3	16	-4	6.1	-2	19	10
CCOC(=O)C1=C(COC(=O)COc2ccc(Br)cc2)NC(=O)NC1C (centres undefined)	1	13	1	4	-9	0.1	24	5	10
O=C(Nc1ccccc1N1CCCCC1)c1ccc(F)c(S(=O)(=O)N2CCOCC2)c1	1	-6	-3	10	22	0.7	27	25	20
COc1ccc(C(CNC(=O)c2cccc(S(=O)(=O)N3CCCC3)c2)N2CCCC2)cc1 (centres undefined)	-1	-4	-2	18	12	-0.8	-10	-7	8
Cc1ccc(S(=O)(=O)Nc2ccc(S(=O)(=O)Nc3nccs3)cc2)c([N+](=O)[O-])c1	-6	5	2	14	52*	1.5	54*	50*	19
CCc1ccc2nc3n[nH]c(N)c3cc2c1	2	-3	0	7	15	2.5	14	-9	-25
Cc1cc(C)cc(N(C(=O)Cn2nnc3ccccc32)C(C(=O)NCc2ccco2)c2ccncc2)c1 (centres undefined)	-1	-3	1	28	8	-0.5	19	11	0
COc1ccc(/C=C2\N=C(C)N(c3ccc4ccccc4c3)C2=O)cc1OC	3	-3	-1	18	29	1.2	31	21	25
CC(C)c1ccc(NC(=O)N2CCC(c3nc4ccccc4o3)CC2)cc1	-1	-2	-4	30	12	-1.8	22	11	-7
c1ccc(SCc2nc3ccccc3s2)nc1	-1	-3	2	36	-6	3.1	14	12	-74
COc1cc(C(=O)NC(=S)Nc2ccccc2N2CCCC2)cc(OC)c1OC	-2	-9	-1	5	34	-0.7	51*	28	33
O=C(NCc1ccccc1)c1ccc(Cl)nc1	-3	-2	-1	5	-7	-0.7	2	13	-7
CCOC(=O)C(NCc1ccccc1OC)(NC(=O)CC)C(F)(F)F (centres undefined)	1	-2	4	10	6	-0.6	17	4	-11
CCc1ccc2c(c1)c(N=NC1=NC(=O)CS1)c(O)n2C	-5	-1	-1	34	-6	0.1	11	40	-3
CCOC(=O)N1CCN(C(=O)COC(=O)CSc2cc(C)c(Br)cc2C)CC1	-4	-5	0	-13	-5	0.0	7	16	14
COc1ccccc1-c1nnc(SCC(=O)Nc2cccnc2Cl)n1C	0	-2	2	11	-1	0.5	-11	-13	15
CCSc1nnc(NC(=O)c2cccnc2)s1	-1	-6	0	6	-6	3.9	20	1	9
CCOC(=O)C1=C(COC(=O)COc2ccccc2C#N)NC(=O)NC1C (centres undefined)	-1	-7	-2	24	3	0.0	0	-8	-2

An excerpt from above in order of formula weight, lowest first.
SMILES	UPR XBP1 act	APJ ag	GRIN3A LBD mod	NLRP3 yeast inh	TIM10 inh	CHOP UPR activ	tim10-1 inh	tim23-1 inh	Mdm2 MdmX PPI
CCc1ccc2c(c1)c(N=NC1=NC(=O)CS1)c(O)n2C	-5	-1	-1	34	-6	0.1	11	40	-3
COc1ccc2[nH]cc(CCNC(=O)c3ccc4ccccc4n3)c2c1	0	1	-10	23	-10	0.0	-30	30	1
Oc1ccc(-c2nc3ncccn3c2Nc2ccc3c(c2)OCO3)cc1	0	4	6	6	13	-1.0	11	1	19
CCN1CCN(C(=O)Cn2ncc3c([nH]c4ccc(C)cc43)c2=O)CC1	-3	4	0	13	-5	-1.9	-8	15	-15
CCOC(=O)C(NCc1ccccc1OC)(NC(=O)CC)C(F)(F)F (centres undefined)	1	-2	4	10	6	-0.6	17	4	-11
CC(C)c1ccc(NC(=O)N2CCC(c3nc4ccccc4o3)CC2)cc1	-1	-2	-4	30	12	-1.8	22	11	-7
COc1ccc(/C=C2\N=C(C)N(c3ccc4ccccc4c3)C2=O)cc1OC	3	-3	-1	18	29	1.2	31	21	25
CCOC(=O)C1=C(COC(=O)COc2ccccc2C#N)NC(=O)NC1C (centres undefined)	-1	-7	-2	24	3	0.0	0	-8	-2
COc1ccccc1-c1nnc(SCC(=O)Nc2cccnc2Cl)n1C	0	-2	2	11	-1	0.5	-11	-13	15
CCOC(=O)C1=C(COC(=O)COc2ccc(Br)cc2)NC(=O)NC1C (centres undefined)	1	13	1	4	-9	0.1	24	5	10
Cc1ccc(S(=O)(=O)Nc2ccc(S(=O)(=O)Nc3nccs3)cc2)c([N+](=O)[O-])c1	-6	5	2	14	52*	1.5	54*	50*	19
COc1ccc(C(CNC(=O)c2cccc(S(=O)(=O)N3CCCC3)c2)N2CCCC2)cc1 (centres undefined)	-1	-4	-2	18	12	-0.8	-10	-7	8
CCOC(=O)N1CCN(C(=O)COC(=O)CSc2cc(C)c(Br)cc2C)CC1	-4	-5	0	-13	-5	0.0	7	16	14
CCCCCN1C(=O)/C(=C/c2c(N3CCc4ccccc4C3)nc3ccccn3c2=O)SC1=S	-3	-3	-3	16	-4	6.1	-2	19	10
Cc1cc(C)cc(N(C(=O)Cn2nnc3ccccc32)C(C(=O)NCc2ccco2)c2ccncc2)c1 (centres undefined)	-1	-3	1	28	8	-0.5	19	11	0

Next part
SMILES	UPR XBP1 act	APJ ag	GRIN3A LBD mod	NLRP3 yeast inh	TIM10 inh	CHOP UPR activ	tim10-1 inh	tim23-1 inh	Mdm2 MdmX PPI
CCOc1ccc(OCC)c(NC(=O)C2CCN(S(=O)(=O)c3cnc[nH]3)CC2)c1	-2	2	-4	14	-3	-0.5	-5	4	5
CC1CCCC(NC(=O)CN(C)CC(=O)Nc2ccc(F)cc2)C1C (centres undefined)	2	-3	0	-1	6	-1.2	11	12	6
Cc1onc(-c2ccccc2)c1C(=O)NCc1ccc2c(c1)OCO2	-2	0	-1	10	6	-1.9	8	-11	21
Cc1ccc(S(=O)(=O)N2[C@@H](c3ccc(Br)cc3)C(C(=O)O)=C[C@H]2CC2CCCC2)cc1	-3	-4	-1	8	19	-0.4	25	44	30
CN(c1ccccc1)S(=O)(=O)c1cccc(C(=O)OCC(=O)NCc2ccco2)c1	-4	0	-1	-14	20	1.1	17	5	11
CCc1nnc(NC(=O)CCC(=O)NC2CCCCCC2)s1	-4	-5	1	2	1	-3.1	-14	7	10
Cc1ccc(C(=O)N2CCCCC2C(=O)O)cc1S(=O)(=O)N1CCCCC1 (centres undefined)	-2	1	1	18	7	-2.1	0	8	12
COc1ccc(NC(=O)C(c2cc3c(cc2[N+](=O)[O-])OCO3)N(C)C)cc1 (centres undefined)	-1	3	-2	-10	9	1.3	14	-3	-5
CC(=O)N(NC(=O)c1ccc(C)cc1)C1CC(=O)N(c2ccccc2Cl)C1=O (centres undefined)	-2	-2	-1	-2	8	-2.5	-3	8	3
CN(C)S(=O)(=O)N1CCC(c2ccc(F)cc2)C(COc2ccc3c(c2)OCO3)C1 (centres undefined)	-2	-4	4	13	17	0.4	20	36	7
COc1ccc(/C=C2\SC(=O)N(CCNC(=O)CN3C(=O)NC4(CCCC4)C3=O)C2=O)cc1	0	3	1	16	-4	2.0	-17	9	-27
CCN(C(=O)COC(=O)c1cccc(C)c1[N+](=O)[O-])c1c(N)n(Cc2ccccc2)c(=O)[nH]c1=O	0	4	3	3	0	-0.1	-2	4	17
O=C(Nc1ccc(S(=O)(=O)Nc2ncccn2)cc1)c1cccc(S(=O)(=O)N2CCCC2)c1	-1	-1	1	-10	-25	0.4	-7	-18	22
O=C(Nc1cccc(S(=O)(=O)NCc2ccco2)c1)c1cccc(Cl)c1	-3	-1	-3	12	4	2.5	1	12	12
O=C(NCc1ccccn1)c1ccc(OC2CCN(Cc3cccs3)CC2)cc1	-4	0	1	16	-4	-2.5	-1	-8	9
O=S1(=O)CCOC(CO)CN1Cc1ccc(Cl)c(Cl)c1 (centres undefined)	1	nt	2	nt	-3	1.1	-6	34	7
O=C1c2cccnc2C(Nc2ccccc2Br)N1Cc1ccco1 (centres undefined)	4	1	0	8	16	-0.2	16	-7	-28
COc1ccc2nc(Cl)cc(Cl)c2c1	0	-4	-1	-15	15	0.4	13	11	-1
COc1cccc(C(O)C2OC(=O)c3ccccc32)c1OC (centres undefined)	-4	-4	0	2	-5	-0.5	9	1	13
Cc1ccc(NS(=O)(=O)c2cccc3nsnc23)cc1C	-4	-3	-2	1	26	4.0	19	14	13
COc1ccc(C2CC(=O)Nc3sc(=N)c4c(N)c(C#N)c(N)nc4c32)cc1OC (centres undefined)	2	4	-4	-11	1	-0.6	13	8	20
O=C(NNC(=O)c1ccccc1-n1cccc1)c1ccc(Cl)c(Cl)c1	0	2	-1	7	1	2.4	28	11	10
O=C(COC(=O)C1CCC(=O)N1)Nc1ccc(Oc2ccccc2)cc1 (centres undefined)	-4	1	-3	31	-18	2.0	-8	0	17
O=C(Nc1cccc(F)c1)c1ccc(-c2ccccc2Cl)o1	7	-2	3	14	26	3.2	5	14	-74
O=C(NCc1ccco1)/C(=C/C=C/c1ccccc1)NC(=O)c1ccco1	-2	-3	-1	28	3	1.2	1	-1	-11
COc1ccc(CCNC(=O)c2c(C)nn(CC(C)C)c2Cl)cc1OC	-3	-6	-1	4	12	2.5	18	17	6
CC1(C(=O)NCc2ccc(F)cc2)Oc2ccccc2NC1=O (centres undefined)	0	2	1	8	-4	-0.6	4	31	16
Cc1ccc(-n2cccc2/C=C2\C(=N)N3N=C(c4ccco4)SC3=NC2=O)cc1	-2	-4	2	10	32	0.0	36	25	-17
